High-throughput results as filed in PubChem.
KOR beta-arrestin-1 = KOR agonists, beta-arrestin recruitment, primary screen, cell-based, luminescence, uHTS (AID 1777); KOR beta-arrestin recruitment, luminescence; higher % means a stronger effect; activation, % at 10 µM; hits with a dose series show EC50 in µM; 0.02% of 280,000 active; in the data active means activation above about 50%, passing the limit was not always enough; further: a part of the inactive calls stands beside numbers as strong as those of hits
NOD2 inhibition = NOD2 signaling inhibitors, cell-based, luminescence, uHTS, HEK293 (AID 1566); 0.63% of 290,000 active; one-dose inhibition, % at 4 µM; EC50 in µM for titrated hits; HEK293 NOD2/NF-kB luciferase reporter, luminescence; higher % means a stronger effect; further: many of its hits are not listed in these tables
GPR55 activation = GPR55 agonists via beta-arrestin recruitment, primary screen, imaging, U2OS cells, beta-arrestin-GFP redistribution (AID 1961) | U2OS GPR55 beta-arrestin-GFP redistribution imaging; higher % means a stronger effect | activation, % at 10 µM, or EC50 in µM where a hit was titrated | 0.048% of 290,000 active;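 active means activation above 40% with more than 50 cells counted in the well; inconclusive means wells holding fewer than 50 cells, flagged as toxic or sparse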;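 further: U2OS osteosarcoma cells stably expressing GPR55 and beta-arrestin-GFP; plate controls were DMSO negative control for no effect and LPI positive control for full effect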
AID2073 = disruptors of CaV2.2 binding to Mint1 – biochemical, HTRF (AID 2073). HTRF protein-protein interaction, Mint1-CaV2.2; higher % means a stronger effect. inhibition, % at 20 µM, or IC50 in µM where a hit was titrated. 0.19% of 290,000 active; in the data active means inhibition mostly above about 51%, no sharp cut-off; inconclusive means no clear call, values can overlap the other calls; inactive means mostly below about 53%; further: some results filed as inactive read as strong as hits
Dynein cargo inh = blocks dynein driven cargo transport along microtubules; 3617.4 mouse cells, GR-EGFP nuclear translocation imaging; test concentration mostly 20 µM; stimulated with dexamethasone, 1 µM; stronger effect = lower value; z-score, hits read low; 0.47% of 220,000 active; AID 1381;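 active means plate z-score of nuclear minus cytoplasmic receptor signal below a set negative limit, without overly bright fluorescence or cell loss, cut at about -3.5 in these data, passing the limit was not always enough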;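 further: z-score of nuclear minus cytoplasmic ring GR-EGFP intensity difference per well; some compounds called inactive have numbers as strong as hits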
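Buffer or medium: Induction medium lacking tetracycline, stripped serum | Also added: Dexamethasone agonist, 1.0 µM final, for 30 min | Timing: 48 h induction, 1 h compound, 30 min dex at 37 °C | Detection: Formaldehyde fixation, Hoechst nuclear stain, 10x automated fluorescence imaging | Measure: Nuclear versus cytoplasmic GR-EGFP signal, averaged per well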
KOR beta-arrestin-2 = kappa opioid receptor blockers – cell-based, luminescence, uHTS (AID 1778) | KOR beta-arrestin recruitment, luminescence, antagonist mode; higher % means a stronger effect | one-dose inhibition, % at 10 µM; IC50 in µM for titrated hits | 0.091% of 290,000 active; further: strong numbers were not always called active
M17LAP inhibition = P. falciparum M17LAP inhibitors, primary screen, biochemical, fluorogenic H-Leu-NHMec substrate, 1536-well (AID 1619). one-dose inhibition, % at 30 µM; IC50 in µM for titrated hits. recombinant M17LAP, H-Leu-NHMec fluorogenic kinetic assay; higher % means a stronger effect. 0.38% of 220,000 active;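 active means compound inhibiting the enzyme by more than half at any dose during confirmatory dose-response retesting; inconclusive means strong single-dose inhibitors picked by rank but not retested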;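 further: plate controls were full reaction with DMSO carrier for no effect and no enzyme background for full effect; strong numbers were not always called active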
NOD1 NF-kB reporter = inhibition of NOD1-driven NF-kB reporter – cell-based, luminescence, uHTS, primary screen (AID 1578). inhibition, % at 4 µM, or EC50 in µM where a hit was titrated. 1% of 290,000 active. NOD1-driven NF-kB luciferase reporter cells, luminescence; higher % means a stronger effect; in the data active means inhibition mostly above about 36%, no sharp cut-off; inactive means mostly below about 34%;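 further: HEK-293T reporter cells stimulated with the NOD1 agonist gamma-tri-DAP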
M1AAP inhibition = P. falciparum M1AAP inhibitors, biochemical, fluorogenic H-Leu-NHMec substrate, 1536-well (AID 1445); 0.42% of 220,000 active; inhibition, % at 30 µM, or IC50 in µM where a hit was titrated; recombinant M1AAP, H-Leu-NHMec fluorogenic kinetic assay; higher % means a stronger effect;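 active means primary inhibition above the hit cutoff, then over 50% inhibition at one or more dose response concentrations, cut at about 23% in these data, passing the limit was not always enough; inconclusive means conflicting primary data, or primary hits not chosen for dose response; inactive means low primary inhibition, or under 50% at every dose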;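 further: plate controls were DMSO full reaction for no effect and no enzyme background for full effect; strong numbers were not always called active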
Dynein cargo inh cytoplasmic EGFP = second read-out of Dynein cargo inh, no call of its own (marks repeat the call); z-score; measured here: cytoplasmic GR-EGFP intensity; stronger effect = higher value
Dynein cargo inh nuclear GR-EGFP = recorded beside Dynein cargo inh, whose call it bears; z-score; measured here: nuclear GR-EGFP intensity;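 lower value marks the stronger effect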
Dynein cargo inh cell count = further read-out of Dynein cargo inh, marked with its call; z-score; measured here: cell count per field
* hit, by the source's call; ? = inconclusive; . = not tested or not shown; [ ] = another dose, or the depositor's remark. Unless noted, no stated cut-off is given here; in the data, active means inhibition above about 50%; inactive means the rest. Not all compounds are listed. The share of hits here may be higher or lower than overall.

cpd	molecule	KOR beta-arrestin-1	NOD2 inhibition	GPR55 activation	AID2073	Dynein cargo inh	Dynein cargo inh cytoplasmic EGFP	Dynein cargo inh nuclear GR-EGFP	Dynein cargo inh cell count	KOR beta-arrestin-2	M17LAP inhibition	NOD1 NF-kB reporter	M1AAP inhibition
1	CC1(C)CC(=O)C(CCC(=O)c2ccccc2)C(C)(C)N1 (centres undefined)	-1.4%	9%	0.3%	0%	0.18	-0.2	0.064	-0.52	-11%	-9%	.	0%
2	COc1ccc(NC(=S)NNC(=O)c2cccnc2)cc1OC	-3.4%	1%	0.7%	-2%	-0.12	-0.29	-0.06	0.39	23%	3%	-38%	2%
3	CNS(=O)(=O)c1cc(C(=O)O)ccc1OC	.	6%	0.2%	?	0.74	-0.22	0.7	-0.42	16%[20 µM]	-7%	-23%	-3%
4	Cc1ccc(C(=O)CN(C(=O)c2ccc(Cl)c(Cl)c2)N2C(=O)C3CCCCC3C2=O)cc1 (centres undefined)	-2.1%	7%	0.5%	1%	-0.35	-0.26	-0.2	0.61	-17%	3%	-8%	-3%
5	CN(C)/C=C/C(=O)C(F)(F)F	0.6%	-1%	-0.4%	3%	0.48	-0.29	0.18	-0.54	-19%	3%	20%	6%
6	Cc1cc(=O)n2nc(N3CCCC(C(=O)NCc4ccccc4Cl)C3)sc2n1 (centres undefined)	-6.7%	16%	0.0%	34%	.	.	.	.	11%	.	3%	.
7	Cc1cccc(C(=O)O/N=C(\c2ccccc2)c2cccnc2)c1	5.1%	17%	-0.4%	-5%	-0.94	-0.3	-0.86	1	28%	-15%	-18%	7%
8	O=C(Nc1ccccc1F)C1CCCN(S(=O)(=O)c2ccccc2)C1 (centres undefined)	-1.0%	16%	0.4%	-10%	-0.41	-0.35	-0.3	-0.38	5%	-2%	-13%	9%
9	N#Cc1c2n(c3c(=O)n(Cc4ccccc4)cnc13)CCCC2	0.0%	14%	-0.1%	-3%	0.15	-0.23	0.047	-0.67	-47%	6%	-6%	-1%
10	O=C(NC1CCCC1)C(c1ccccn1)N(C(=O)c1csnn1)c1ccccc1F (centres undefined)	4.1%	5%	-0.2%	-2%	.	.	.	.	-19%	.	15%	.
11	COc1ccc(OCCNC(=O)C(c2ccccc2)c2ccccc2)cc1	4.2%	-23%	0.2%	2%	0.34	-0.18	-0.16	0.45	-49%	-15%	-8%	-2%
12	CCCNC(=O)CN(C)C(=O)c1n[nH]c2ccccc12	-2.6%	5%	-0.3%	4%	0.5	-0.2	-0.054	0.28	0%	0%	-12%	-3%
13	N#C/C=C\Oc1ccc(Cl)cc1N	4.9%	11%	-0.4%	3%	-0.42	-0.16	0.039	-0.57	-27%	-11%	23%	9%
14	CCCCOC(=O)C1=C(C)NC2(O)c3ccccc3C(=O)C12O (centres undefined)	1.3%	10%	-0.1%	4%	-0.44	-0.21	-0.14	0.3	-43%	-1%	11%	12%
15	COc1ccc(/C=C/C(=O)ONC2=NCCCCC2)cc1OC	-5.1%	-3%	-0.3%	-1%	-0.77	-0.13	-0.21	-0.27	-15%	23%	-30%	?
16	CC[n+]1c(/C=C/c2c[nH]c3ccccc23)ccc2cc(C)ccc21	-2.6%	-51%	-0.2%	-4%	-1.1	48	8.6	-2.5	32%	49%	80%*	20%
17	CN(C1CCS(=O)(=O)C1)S(=O)C12CC3CC(CC(C3)C1)C2 (centres undefined)	-2.3%	2%	-0.5%	26%	-0.68	-0.061	-0.09	-0.2	9%	-7%	-3%	7%
18	O=C(Cc1c(F)cccc1Cl)N(Cc1ccccc1)c1ccccn1	-0.9%	24%	0.2%	-3%	2.8	-0.14	2.6	-0.92	-2%[20 µM]	-1%	-12%	3%
19	Cc1cc(C(=O)N/N=C/c2c(C)nn(-c3ccccc3)c2C)c(C)o1	2.9%	-32%	-0.1%	-1%	1.7	-0.21	1.6	-1.5	7%	-5%	-1%	-5%
20	CC(=O)c1ccc(N2CCN(C(=O)c3ccco3)CC2)c(F)c1	-0.2%	-44%	-0.4%	-3%	0.21	-0.27	0.16	0.45	-48%	14%	-15%	1%
21	N#Cc1c(-c2ccccc2)cc(-c2ccccc2)nc1SCc1nnc(-c2ccccc2)o1	-0.3%	16%	0.2%	?	-0.33	-0.25	-0.49	0.82	-3%	-1%	13%	-2%
22	CCCN(C(=O)COc1ccc(Cl)cc1Cl)c1c(N)n(Cc2ccccc2)c(=O)[nH]c1=O	-3.2%	-2%	0.6%	34%	-0.16	-0.26	-0.12	0.42	-15%	3%	-10%	-1%
23	Cc1ccc2c(c1)=C(c1sc(N(C)c3ccc(O)cc3)nc1O)C(=O)N=2	11%	8%	-0.1%	6%	.	.	.	.	36%	.	-9%	.
24	COc1ccc(-c2nnc(N)s2)cc1	-6.1%	-27%	-0.2%	4%	-0.04	-0.31	0.047	0.07	-7%	8%	-43%	4%
25	COc1ccc(NC(=O)CC2CCCCC2)cc1OC	4.7%	-22%	-0.1%	19%	-0.48	2.9	1	-0.6	6%	1%	-20%	-2%
26	CCOC(=O)c1ccccc1NC1c2ccccc2C(=O)N1c1cc(C)ccn1 (centres undefined)	-4.1%	21%	-0.1%	?	-0.91	-0.16	-0.53	-0.19	0%	-3%	14%	6%
27	NC(=O)CC(NC(=O)Cc1cccc2ccccc12)c1ccc(NCc2ccccn2)c([N+](=O)[O-])c1 (centres undefined)	-4.4%	1%	0.6%	-7%	0.92	-0.67	0.38	-1.2	43%	8%	-7%	12%
28	CCOC(=O)CN1C(=O)CCSc2ccc(Cl)cc21	-2.9%	10%	-0.1%	-3%	0.65	-0.39	0.98	0.4	-4%[20 µM]	-1%	-24%	5%
29	CC(CCN1CCN(c2ccccc2)CC1)c1ccccc1 (centres undefined)	2.3%	-26%	-0.3%	17%	.	.	.	.	-45%[20 µM]	.	-30%	.
30	Cc1nn(-c2ccccc2)c(Cl)c1/C=N/NC(=O)c1ccccc1NS(=O)(=O)c1cccs1	1.7%	9%	0.3%	3%	-1.2	-0.27	-0.85	1.1	18%	-7%	-28%	10%
31	Cc1cc(NC(=O)CN2CCCCCCC2)no1	1.3%	-1%	-0.1%	-8%	0.0043	-0.052	-0.2	0.22	24%	-7%	-6%	10%
32	CCc1ccccc1NC(=O)CSc1nnc(-c2ccncc2)o1	-4.0%	8%	0.1%	-10%	-0.63	-0.34	-0.37	0.27	4%	14%	-34%	1%

A different layout for some results above:
Values in the order: KOR beta-arrestin-1 | NOD2 inhibition | GPR55 activation | AID2073 | Dynein cargo inh | Dynein cargo inh cytoplasmic EGFP | Dynein cargo inh nuclear GR-EGFP | Dynein cargo inh cell count | KOR beta-arrestin-2 | M17LAP inhibition | NOD1 NF-kB reporter | M1AAP inhibition
28: CCOC(=O)CN1C(=O)CCSc2ccc(Cl)cc21
→ -2.9% | 10% | -0.1% | -3% | 0.65 | -0.39 | 0.98 | 0.4 | -4%[20 µM] | -1% | -24% | 5%
29: CC(CCN1CCN(c2ccccc2)CC1)c1ccccc1 (centres undefined)
→ 2.3% | -26% | -0.3% | 17% | . | . | . | . | -45%[20 µM] | . | -30% | .
30: Cc1nn(-c2ccccc2)c(Cl)c1/C=N/NC(=O)c1ccccc1NS(=O)(=O)c1cccs1
→ 1.7% | 9% | 0.3% | 3% | -1.2 | -0.27 | -0.85 | 1.1 | 18% | -7% | -28% | 10%
31: Cc1cc(NC(=O)CN2CCCCCCC2)no1
→ 1.3% | -1% | -0.1% | -8% | 0.0043 | -0.052 | -0.2 | 0.22 | 24% | -7% | -6% | 10%

Next records follow.
cpd	molecule	KOR beta-arrestin-1	NOD2 inhibition	GPR55 activation	AID2073	Dynein cargo inh	Dynein cargo inh cytoplasmic EGFP	Dynein cargo inh nuclear GR-EGFP	Dynein cargo inh cell count	KOR beta-arrestin-2	M17LAP inhibition	NOD1 NF-kB reporter	M1AAP inhibition
33	COc1ccc(NC(=O)C2=CC(c3ccc(OC)cc3)=NS(=O)(=O)N2C)cc1	0.7%	23%	-0.1%	5%	.	.	.	.	5%[20 µM]	.	-9%	.
34	COc1ccccc1-n1cnnc1SCC(=O)c1ccc[nH]1	-2.2%	7%	0.1%	-3%	0.44	-0.15	0.2	-0.59	42%	13%	-5%	8%
35	Cc1cccc([C@@H]2C[C@H]3CN(Cc4cccc(Cl)c4)C(=O)[C@]34CCCN24)n1	11%	6%	0.0%	8%	0.067	-0.27	0.15	0.29	-2%	1%	-5%	2%
36	OCCN1CCN(c2nnc(-c3ccccc3)c3ccccc23)CC1	-4.0%	14%	-0.1%	7%	.	.	.	.	36%	.	-7%	.
37	COc1ccc(N2CCN(C(=O)c3ccc(N4CCCCS4(=O)=O)cc3)CC2)cc1	6.6%	4%	-0.1%	6%	.	.	.	.	-54%	.	-22%	.
38	O=C(Cc1c(O)c2ccccc2[nH]c1=O)OC1CCCCC1	2.6%	2%	-0.3%	?	0.67	-0.18	0.29	-0.55	0%	-13%	8%	-6%
39	Cc1ccc(F)c(CNC(=O)C2CCC(=O)N(CCN3CCOCC3)C2)c1F (centres undefined)	2.4%	11%	0.0%	4%	.	.	.	.	-25%	.	-6%	.
40	CCCNC(=O)c1ccc(Cn2c(=S)[nH]c3c([nH]c4ccc(OC)cc43)c2=O)cc1	-4.4%	-27%	0.3%	20%	0.49	-0.23	0.82	-0.59	-43%	-10%	-37%	8%
